# Compound activity from PubChem BioAssay.
# p53 reactivator: restores transcriptional activity of mutant p53 | H1299 p53-A138V BP100-luciferase reporter, luminescence, 24 h | actives 0.063% (n = 320,000) | Potency, µM (top dose mostly 92.2 µM), without a hit: at the top dose activity change, positive = activation, usual class: activators; also: potency is read from the fitted curve at half-maximal effect; % of control where 0% means no effect; nearly all actives have a fitted effect of over 45% in size
#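 p53-null H1299 cells stably carrying temperature-sensitive p53-A138V and a BP100-luciferase reporter were pinned with compounds (4-point, 1:5 series) and held 24 hrs at 37 deg C. Luminescence was read 10 min after detection reagent.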
# TSG101-PTAP inh: blocks PTAP/TSG101 interaction to inhibit HIV-1 budding; Potency, µM (titrated, usually from 115 µM), for inactives: at the highest dose activity change, negative = inhibition, hits mostly inhibitors; Q99816; 340,000 tested, under 10 active; Fluorescence polarization, FITC-PTAP peptide / Tsg101 binding; active = well fitted inhibition curve with a large enough effect in the main read-out, with a control signal flat, not every such curve was filed as active; inconclusive = small, poorly fitted or top-dose-only effect, or effect the other way, or a change in a side signal; inactive = no such curve, though single readings can be large or run the other way; also: potency is read from the fitted curve at half-maximal effect; % of control where 0% means no effect
#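 Fluorescence polarization binding of Tsg101 binding domain (10 uM final) to FITC-labeled PTAP peptide (50 nM final) in HEPES pH 7.5 buffer with NaCl, Tween 20, EDTA, TCEP. Compounds added before peptide; binding 20 min at RT.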
# Eya2 phos inh: blocks the phosphatase activity of human Eya2; recombinant Eya2, OMFP fluorescence dephosphorylation (OMFP is methylfluorescein phosphate); Potency, µM (doses to about 76.9 µM), for the others: top-dose activity, negative = inhibition, usual class: inhibitors; actives 0.006% (n = 330,000); AID 488837; also: potency is read from the fitted curve at half-maximal effect; % is scaled to controls: 0 for no effect and ±100 for the full control effect
# Target sequence (O00167 whole entry, looked up): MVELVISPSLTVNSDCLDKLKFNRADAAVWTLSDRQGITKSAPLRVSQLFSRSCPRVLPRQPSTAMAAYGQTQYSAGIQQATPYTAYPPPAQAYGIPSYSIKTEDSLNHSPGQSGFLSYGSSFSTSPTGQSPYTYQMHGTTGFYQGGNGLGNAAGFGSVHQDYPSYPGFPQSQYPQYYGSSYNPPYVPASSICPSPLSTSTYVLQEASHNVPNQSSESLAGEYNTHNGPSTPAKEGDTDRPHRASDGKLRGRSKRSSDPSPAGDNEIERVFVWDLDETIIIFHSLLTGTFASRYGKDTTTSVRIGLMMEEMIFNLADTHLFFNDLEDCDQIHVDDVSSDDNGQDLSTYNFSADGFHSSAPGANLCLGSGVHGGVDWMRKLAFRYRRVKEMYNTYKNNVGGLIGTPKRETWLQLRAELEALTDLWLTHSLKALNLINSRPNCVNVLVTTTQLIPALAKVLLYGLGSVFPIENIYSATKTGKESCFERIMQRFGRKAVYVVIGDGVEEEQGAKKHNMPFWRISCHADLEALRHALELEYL
#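 Eya2 (0.2 uM) preincubated 10 min at ambient with compound, then OMFP substrate added at 50 uM; 10 min reaction in 50 mM HEPES pH 7.5, 50 mM NaCl, 5 uM MgCl2, 0.05% BSA, 1 mM DTT. Fluorescence read at Ex 485/Em 525 nm.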
# B2AR arrestin: agonists driving beta-arrestin recruitment to human beta2-adrenergic receptor; P07550; beta-arrestin recruitment to beta2AR, cell-based reporter; Potency, µM (top dose mostly 46.1 µM), for the others: top-dose activation, most hits filed as activators; actives 0.02% (n = 330,000);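 also: potency is read from the fitted curve at half-maximal effect; 0% = DMSO controls and full agonism = EC100 isoproterenol or metaproterenol; nearly all actives have a fitted effect of over 65% in size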
# Target sequence (P07550 whole entry, looked up): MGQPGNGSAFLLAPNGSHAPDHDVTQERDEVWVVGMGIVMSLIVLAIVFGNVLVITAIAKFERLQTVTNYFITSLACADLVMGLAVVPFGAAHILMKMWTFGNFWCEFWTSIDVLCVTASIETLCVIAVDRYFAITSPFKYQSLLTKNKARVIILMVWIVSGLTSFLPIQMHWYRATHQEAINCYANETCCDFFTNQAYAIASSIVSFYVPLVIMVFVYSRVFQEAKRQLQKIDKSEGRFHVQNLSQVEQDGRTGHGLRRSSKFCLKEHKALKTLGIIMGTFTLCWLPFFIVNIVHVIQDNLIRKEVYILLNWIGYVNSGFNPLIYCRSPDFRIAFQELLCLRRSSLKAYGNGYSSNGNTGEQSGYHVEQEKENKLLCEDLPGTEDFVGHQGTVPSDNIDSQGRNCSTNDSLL
# ELG1 genotoxic: inducers of genotoxicity in HEK293T ELG1-luciferase cells; HEK293T ELG1-luciferase reporter, luminescence, 16 h; Potency, µM (series often up to 46 µM), for inactives: at the highest dose activity change, positive = activation, most hits filed as activators; actives 1.3% (n = 330,000); also: potency is read from the fitted curve at half-maximal effect; % of control where 0% means no effect; nearly all actives have a fitted effect of over 60% in size
#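 Genotoxicity was scored as increased ELG1-luciferase reporter signal, measured by ONE-Glo luminescence (30 min, room temperature). Compound or vehicle exposure of the HEK293T reporter cells lasted 16 hr at 37°C.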
# Integrin act MD: activators of alpha7 integrin expression for muscular dystrophy. alpha7betagal myoblasts, beta-gal FDG fluorescence, 48 h. actives 0.064% (n = 350,000). Potency, µM (doses to about 38.3 µM), inactives show top-dose activation, actives largely listed as activators. AID 624291;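 also: potency is read from the fitted curve at half-maximal effect; 100% = response of the positive control SU9516; nearly all actives have a fitted effect of over 60% in size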
#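 Alpha7betagal+/- myoblasts (passage 13) were plated 16-24 hr, then exposed to compounds (1:260 dilution of DMSO stock) for 48 hours at 37C. After MPER lysis, β-galactosidase reporter activity was read as FDG fluorescence (ex 480/em 540) after 30 minutes.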
# USP2a block: inhibitors of human ubiquitin-specific protease USP2a | O75604 | USP2 core, Ub-CHOP2 coupled fluorogenic reporter, 485/531 | Potency, µM (doses to about 38.3 µM), for the others: at the highest dose activity change, negative = inhibition, hits mostly inhibitors | actives 0.01% (n = 330,000) | AID 463254;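 also: potency is read from the fitted curve at half-maximal effect; plate controls were DMSO wells for no effect and full inhibition by NEM control for full effect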
#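 Cell-free coupled assay: 10nM USP2 core preincubated 30min RT with compound in Tris-HCl pH 8.0/CaCl2/CHAPS buffer, then 25nM Ub-CHOP2 and 25nM reporter substrate; fluorescence (Ex 485/Em 531) read after 60min RT, normalized to NEM inhibition, concentration-response curves fitted.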
# S-ASM inh: blocks human secretory acid sphingomyelinase. P17405. placental ASM, HMU-PC fluorogenic substrate, 60 min. Potency, µM (top dose mostly 57.5 µM), for the others: at the top dose activity change, negative = inhibition, hits mostly inhibitors. actives 0.006% (n = 340,000). AID 504937; also: potency is read from the fitted curve at half-maximal effect
#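 Fluorogenic HMU-PC substrate (9 uM final) is turned over by placental ASM in 60 min at 37 C after a 10 min compound preincubation. Reaction ended by alkaline stop (pH 10), with fluorescence read at 386/447 nm.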
# uPA generation: cell surface uPA generation inhibition. cell surface uPA generation assay, qHTS. actives 0.31% (n = 330,000). Potency, µM (series often up to 38.3 µM), without a hit: top-dose activity change, negative = inhibition, hits mostly inhibitors; active = well fitted inhibition curve with a large enough effect; inconclusive = small, poorly fitted or top-dose-only effect; inactive = no such curve, though single readings can be large or run the other way; tested in mouse RAW 264.7 cells; also: potency is read from the fitted curve at half-maximal effect; % is scaled to controls: 0 for no effect and ±100 for the full control effect; nearly all actives have a fitted effect of over 55% in size
# BRCA1 expr up: BRCA1 expression activation. actives 1.1% (n = 380,000). Potency, µM (doses to about 46.1 µM), without a hit: top-dose activation, most hits filed as activators. MCF7-BRCA1-FFLuc reporter, luminescence, 48 h; response scale: scaled: vehicle 0%, 10 µM genistein 100%; also: potency is read from the fitted curve at half-maximal effect; nearly all actives have a fitted effect of over 80% in size; some results filed as inactive show a strong effect at the top dose
#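 Using MCF7 cells harboring a BRCA1 firefly luciferase reporter, plated 2 h before compound pinning, the screen measured luminescence after 48 h incubation. Responses were normalized to DMSO and 10 microM genistein, then fitted for concentration-effect.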
# TRPV1 ag: activates the human vanilloid receptor TRPV1; Q8NER1; TRPV1-expressing cells, Fluo-8 calcium influx, agonist mode; activation, % at 8.33 µM; actives 0.19% (n = 320,000); AID 540275; in the data active = activation above about 80%; inconclusive = between about 30% and that limit; also: 0% is about no effect
#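 Fluo-8 calcium influx in TRPV1-expressing cells, kinetic read (ex 480/em 520 nm). Compound added and read 3 min for agonist activity, followed by capsaicin at EC20 final and 2 min further read for enhancement.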
# Starred values were filed as active, the others as inactive; u = inconclusive; x = not tested or not shown; [ ] = remark or other dose. Unless noted, calls follow the shape of the dose curve; as a rule, active = well fitted curve in the direction sought with a large enough effect; inconclusive = small, poorly fitted or top-dose-only effect, or another doubt; inactive = no such curve, though single readings can be large; an effect the other way counts as inactive or inconclusive.
Compound | p53 reactivator | TSG101-PTAP inh | Eya2 phos inh | B2AR arrestin | ELG1 genotoxic | Integrin act MD | USP2a block | S-ASM inh | uPA generation | BRCA1 expr up | TRPV1 ag
CCOC(=O)c1c(NC(=O)CSc2nnnn2CC)sc(C)c1C | -2% | -6% | -1% | 0.4% | -2% | -39% | -8% | -3% | -5% | -15% | 8
COc1ccccc1NS(=O)(=O)c1cc(C(=O)NCC(c2ccco2)N2CCCCC2)ccc1C (stereo not drawn) | 1% | -11% | 1% | 0.0% | 11% | -5% | 0% | x | -6% | -28% | 0
O=C(c1ccccc1Cc1ccccc1)N1CCN(S(=O)(=O)c2ccccc2)CC1 | -20% | -1% | -16% | -0.7% | -6% | 7% | 0% | x | 0% | -13% | 6
O=C(c1n[nH]c(=O)c2ccccc12)N1CCN(c2ccccc2)CC1 | -5% | -1% | -1% | 1.0% | 0% | 29% | -1% | 10% | -6% | 0% | -2
O=C(Nc1cc(S(=O)(=O)N2CCOCC2)ccc1N1CCOCC1)c1c(F)cccc1Cl | -4% | -1% | 3% | -0.5% | 0% | 15% | 2% | -1% | -2% | -15% | x
FC(F)(F)c1ccc(Cl)c(N/N=C/c2ccc(N3CCOCC3)s2)c1 | u | -1% | 3% | -0.5% | -2% | 5% | -2% | 50%[activator] | 5% | -35% | -2
COc1ccc(Cc2noc(CN(C)CCN3CCc4ccccc4C3)n2)cc1OC | -2% | -10% | -8% | 0.9% | -3% | 34% | 2% | -2% | 6% | -14% | 15
CCN(c1ccc(NC(=O)COC(=O)c2ccc(S(=O)(=O)N3CCCC3)cc2)cc1)C(C)C | 4% | -2% | 4% | 0.0% | 0% | -27% | -2% | -5% | x | 1% | 5
CC1CCN(Cc2cc(=O)oc3ccc4ccccc4c23)CC1 | -1% | 0% | 6% | -0.3% | 1% | -1% | 2% | -2% | -4% | -11% | u
CN1C[C@@H]2[C@@H]3C(=O)N(C)C(=O)[C@@H]3[C@](Cc3ccccc3)(C1=O)N2C(=O)c1ccc(Cl)cc1 | x | 2% | x | x | x | 9% | x | -2% | 2% | -6% | x
COc1cccc(N(CC(=O)NC2CCCCC2)C(=O)CCC(=O)Nc2nccs2)c1 | -2% | -4% | 9% | -1.4% | 1% | -20% | -1% | 3% | -9% | -5% | 1
COc1cccc(NC(=O)Cn2c(=O)oc3ccccc32)c1 | 2% | -8% | -14% | 0.1% | -1% | -4% | 0% | -1% | x | -5% | 4
CN(Cc1cnccn1)C(=O)CC1C(=O)NCCN1CC(c1ccccc1)c1ccccc1 (stereo not drawn) | -2% | -6% | 12% | -0.6% | -3% | 24% | 13% | 5% | 2% | -15% | -2
Cc1ccc(/C=N/Nc2ccc(F)cc2)s1 | 8% | -1% | 6% | -0.2% | 10% | -8% | 4% | -2% | 3% | -31% | 1
COc1cc(Cl)cc(CN2CCC(CCC(=O)NC3CC3)CC2)c1OC | -1% | -2% | 7% | 0.5% | -4% | 7.1µM* | -1% | 2% | 5% | 13% | 7
CCOc1ccccc1NC(=O)CCS(=O)(=O)c1ccc(OC)cc1 | 3% | 2% | 2% | 0.4% | -1% | 2% | -1% | 1% | -3% | -2% | 8
Cc1c(NC(=O)c2c(NC(=O)CNC3CC3)sc3c2CCCC3)c(=O)n(-c2ccccc2)n1C | -15% | 0% | 9% | 0.1% | 1% | 16% | -2% | -4% | -1% | -14% | 2
Cc1ccc(S(=O)(=O)Cn2nnnc2C(CC(C)C)N2CCN(C)CC2)cc1 (stereo not drawn) | 0% | 1% | -4% | -1.2% | 0% | 21% | 2% | -4% | -2% | -3% | 0
O=C(CN1CCOCC1)NCc1ccc(F)cc1 | -1% | 0% | 14% | -0.6% | -3% | -28% | 0% | 2% | -4% | -8% | -2
CC(C)[C@@H](C(=O)OCC(=O)c1ccc2c(c1)NC(=O)CO2)N1C(=O)c2ccccc2C1=O | x | -5% | x | x | x | 0% | x | -3% | 1% | -31% | x
COc1ccc(C2CCN(CC(=O)N(C)C)CC2O)cc1 (stereo not drawn) | -2% | -8% | -2% | 0.3% | -3% | 0% | 9% | 7% | -12% | -4% | 0
CC(C)Oc1cccc(C(=O)C2CCCN(C(=O)c3cncs3)C2)c1 (stereo not drawn) | 1% | 0% | -5% | 0.1% | 1% | -28% | -9% | -2% | -3% | 29% | 2
COc1cccc2cc(-c3nnc(SCC(=O)NCCc4ccccc4)n3C)oc12 | -4% | 0% | 2% | 0.0% | 0% | 10% | -1% | 0% | -3% | 0% | 1
CC(C)(C)c1nn2cnnc2n(/N=C/c2ccc(O)cc2)c1=O | -1% | -3% | -2% | -0.6% | 1% | 1% | 7% | -1% | 0% | -13% | -1
O=C(Nc1ccc(F)cc1)C1COc2ccccc2O1 (stereo not drawn) | u | -7% | -5% | 0.3% | 16% | u | 2% | 0% | -5% | -37% | u
NC(=O)c1c(/N=C/c2cccs2)sc2c1CCCC2 | 8% | -2% | -1% | 0.4% | 9% | 1% | -1% | 53%[activator] | -14% | 52% | 13
Cc1nc(NC(=O)COC(=O)C2CC2C)c(Cl)cc1Cl (stereo not drawn) | 0% | 0% | -32% | -0.2% | 5% | 2% | 3% | 1% | -3% | -28% | x
CCOC(=O)c1c(C)oc2c1c(C(c1cccnc1)N1CCOCC1)c(O)c1ccccc12 (stereo not drawn) | u | -7% | -18% | -0.4% | u | -10% | -11% | 28% | -1% | -57% | u
CCOc1cc(C2c3c(-c4ccccc4)n[nH]c3C(=O)N2c2ccc(C(=O)O)cc2)ccc1O (stereo not drawn) | -1% | -5% | 6% | -0.6% | 0% | 17% | 3% | 3% | -10% | -18% | -1
O=C(COC(=O)c1ccc2ncsc2c1)Nc1ccccc1Br | 21% | -7% | -13% | -0.7% | 1% | 0% | 1% | -1% | 16% | 33% | 6
CCOC(=O)c1ccc(NC(=O)COc2cc3oc(=O)c(CC(C)O)c(C)c3cc2Cl)cc1 (stereo not drawn) | -7% | -4% | -2% | -0.2% | -1% | -26% | 8% | -1% | 9% | -3% | -2
COc1ccc(-c2[nH]ncc2/C=C(/C#N)C(=O)NC2CCCCCC2)cc1 | 0% | -4% | -14% | 0.1% | -8% | 0% | 4% | -4% | -12% | -58% | 28
Cc1ccc(NC(=O)COC(=O)C2COc3ccccc3O2)cc1S(=O)(=O)N1CCOCC1 (stereo not drawn) | 0% | -4% | -2% | -0.6% | 5% | -11% | 4% | 0% | 1% | -15% | 9
CCCCNC(=O)Nc1c(C(=O)OCC)[nH]c2ccccc12 | 0% | -1% | 24% | 0.2% | -7% | -4% | 0% | 7% | 8% | -27% | -1
O=S1(=O)CCC(=Nc2ccc(Cl)cc2)c2ccsc21 | 2% | -2% | 2% | -0.1% | -3% | -41% | 3% | 1% | -14% | -16% | 5
CN1CCC(N(C)C(=O)CCc2nc3ccccc3c(=O)[nH]2)CC1 | -2% | -3% | u | -0.1% | -3% | 0% | -1% | -1% | x | -1% | 5
NC(=O)CSc1nc(N)c2c3c(sc2n1)CCCCC3 | 8% | -8% | -2% | 0.4% | u | -22% | -3% | -3% | -5% | 63% | -7
O=c1c2ccc(Cl)cc2nc(-c2ccc([N+](=O)[O-])cc2)n1O | 0% | -2% | 16% | 0.1% | -7% | -5% | 2% | 3% | -2% | -46% | u
CC(C)CC(C(=O)OCC(=O)Nc1ncc(Cl)cc1Cl)N1C(=O)c2ccccc2C1=O (stereo not drawn) | 3% | 1% | 22% | 0.1% | -1% | -46%[inhibitor] | -14% | -10% | 2% | -9% | -2
O=c1[nH]c(CSc2nnc(NCCCN3CCOCC3)s2)nc2cc(Cl)ccc12 | 0% | -3% | -2% | -0.3% | 4% | 19% | -7% | -1% | 1% | -1% | -1
CCn1c(CC(=O)Nc2ccccc2C)nnc1SCC(=O)NC1=NCCS1 | -1% | 0% | 3% | -0.2% | 4% | u | 1% | -5% | x | 22% | -1
Cc1ccnc(N2CCC(C(=O)NNC(=O)c3ccncc3)CC2)n1 | 1% | -4% | 18% | 0.4% | -1% | 2% | 3% | 3% | 13% | 0% | 2
Cc1ccc(Cn2cccc(NC(=O)CCC3CCCC3)c2=O)cc1 | 6% | 0% | -5% | -0.3% | -6% | 0% | 10% | 1% | 2% | -20% | u
CCN(C(=O)COC(=O)c1ccc(C=O)cc1)c1c(N)n(Cc2ccccc2)c(=O)[nH]c1=O | -7% | -2% | -1% | 0.2% | 0% | 6% | 1% | 4% | 3% | 1% | -4
